# RAD52 anneal inh – inhibitors of human RAD52 DNA annealing. P43351. recombinant RAD52 DNA annealing, FRET fluorescence. inhibition, % at 18.7 µM. actives 0.46% (n = 360,000);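 active means every replicate showing at least 50% inhibition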
# Target sequence (P43351 whole entry, looked up): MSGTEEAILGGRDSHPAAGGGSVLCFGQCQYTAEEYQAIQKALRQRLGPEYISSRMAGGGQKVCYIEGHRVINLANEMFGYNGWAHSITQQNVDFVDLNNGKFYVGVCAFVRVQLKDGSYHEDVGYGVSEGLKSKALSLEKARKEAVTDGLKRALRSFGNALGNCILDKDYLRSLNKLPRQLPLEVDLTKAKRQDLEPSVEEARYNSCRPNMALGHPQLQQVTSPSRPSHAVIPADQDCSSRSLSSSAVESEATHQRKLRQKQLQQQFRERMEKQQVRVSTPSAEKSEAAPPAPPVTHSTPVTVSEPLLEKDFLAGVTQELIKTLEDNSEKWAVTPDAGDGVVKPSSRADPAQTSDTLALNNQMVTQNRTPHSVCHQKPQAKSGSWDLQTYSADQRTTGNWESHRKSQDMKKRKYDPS
# miR122 inh – miR-122 inhibition in Huh7 cells | actives 0.3% (n = 340,000) | activation (reporter increase), % at 12.5 µM | AID 602342 | Huh7 miR-122 Renilla luciferase sensor, 48 h; neutral wells = 0, positive control = 100;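 active means mean replicate activation score at least 90 and every replicate individually at or above 90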;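 further: higher luciferase means less miR-122 activity so hits act as miR-122 inhibitors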
# PglD DTNB – PglD (C. jejuni) enzyme inhibition | purified PglD enzyme, DTNB colorimetric CoA detection | inhibition, % at 12.5 µM | actives 0.098% (n = 360,000) | AID 602405; in the data active means inhibition above about 16%, passing the limit was not always enough; further: strong numbers were not always called active
# ERAP1 inh – inhibitors of human ERAP1 aminopeptidase | Q9NZ08 | recombinant ERAP1, Leu-AMC fluorescence, 60 min | inhibition, % at 10.7 µM | actives 0.15% (n = 340,000);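 active means mean replicate inhibition of at least 30%, or all replicates individually reaching that 30% level; inactive means mean below 30% and not every replicate reaching it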;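 further: 0% = neutral control wells and 100% = L-leucinethiol positive control wells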
# Cneo AK release – causes C. neoformans cell lysis | adenylate kinase release luminescence, 4 h; normalised: neutral wells 0, clomiphene wells 100 | lysis activity, % at 15 µM | actives 0.2% (n = 360,000);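 active means mean lysis activity across replicates of at least 80%, whatever share of replicates individually reach that level; inactive means mean lysis activity below 80%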
#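 Material – log-phase Cryptococcus neoformans yeast cells · Input – 5 × 10^6 yeast cells/mL · Medium – fresh YPD growth medium · Doses – single compound concentration per well · Timing – static 4 h at 37 °C with compound, 1 h detection · Detection – adenylate kinase release luminescence · Read-out – signal increase indicating cell lysis · Control set – Clomiphene as positive lysis control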
# PGC1a acetyl inh – modulators of PGC1a acetylation; U2OS PGC1a acetylation, AlphaScreen anti-acetyl-lysine; with virally co-expressed GCN5 acetyltransferase; inhibition, % at 15.6 µM; actives 0.17% (n = 350,000); AID 651687;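 active means every replicate shows inhibition of at least 40%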;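 further: 0% = neutral control wells and 100% = positive control wells; some results beyond the cut were filed as inactive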
# E-selectin induc – E-selectin induction on HUVECs | P16581 | HUVEC E-selectin immunofluorescence imaging; normalized: neutral wells 0, TNF-alpha wells 100 | activation, % at 7.58 µM | actives 0.37% (n = 260,000);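 active means mean E-selectin-positive cell signal at least 10% of the positive control, reached in at least 60% of replicates, without over 20% cell loss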;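 further: in these data hits start at about 27%; measured in HUVEC primary endothelial cells; signal is the percent of cells scored E-selectin positive by PE staining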
#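 Test system: HUVEC | Signal: Immunofluorescence imaging | Read-out: Percent E-selectin-positive cells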
# RAD54 branch – inhibitors of human RAD54 branch migration; RAD54 Holliday junction branch migration, FAM/BHQ fluorescence; Q92698; inhibition, % at 10.4 µM; AID 602329; actives 0.14% (n = 360,000);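 active means mean normalized replicate activity at least 40 and at least half of replicates scoring 40 or more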;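 further: 0% = median of neutral control wells and 100% = median of positive control wells; inhibitors cause a drop in the FAM fluorescence signal; in these data hits start at about 50%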
# Active calls of the source: *; x = no result given; & = joins results of further samples; [ ] = another dose, or the depositor's remark. Rows are unselected; 1.4% or so of the library scored in one or more.
molecule	RAD52 anneal inh	miR122 inh	PglD DTNB	ERAP1 inh	Cneo AK release	PGC1a acetyl inh	E-selectin induc	RAD54 branch
C[C@H](CO)N1C[C@H](C)[C@@H](CN(C)C(=O)NC2CCCCC2)Oc2ccc(NS(=O)(=O)c3cccs3)cc2C1=O	-7&-5	8[16.7 µM]	-1&0	-4&-3	-4&1	0&4	2.7	8&2
CN1C(=O)c2cc(NC(=O)C3CCC3)ccc2OC[C@H]2O[C@H](CC(=O)NCC3CCCCC3)CC[C@H]21	-4	x	x	4	x	-1	0.1	x
CC(OC(=O)C1=COCCO1)C(=O)NC1(C#N)CCCCC1 (stereo not drawn)	-16	-10	3	-8	-1	7	3.3	4
C[C@H]1CN([C@@H](C)CO)C(=O)c2cccc(NS(=O)(=O)c3ccc(Cl)cc3)c2O[C@H]1CN(C)Cc1ccccc1	3	15[16.7 µM]	-3	-1	0	-15	0.0	-8
CC(C)(C)OC(=O)C[C@H]1C/C=C\C[C@@H](CC(=O)N(CCO)Cc2ccccc2)C(=O)NCCOC1=O	-22	-2	-4	0	0	x	-0.1	-3
CC(=O)Nc1ccc(Oc2nc(C)cc(C)n2)cc1	x	4	-1	x	1	3	x	2
CC(=O)c1cccc(NC(=O)C2COc3ccccc3O2)c1 (stereo not drawn)	-3	-1	4	2	-6	0	x	-8
O=C(CSCc1ccc(F)cc1)N1CCOCC1	x	-3	6	x	2	-4	x	-7

# 3 of the entries above in order of the PGC1a acetyl inh value, highest first:
mol | RAD52 anneal inh | miR122 inh | PglD DTNB | ERAP1 inh | PGC1a acetyl inh
CC(OC(=O)C1=COCCO1)C(=O)NC1(C#N)CCCCC1 (stereo not drawn) | -16 | -10 | 3 | -8 | 7
CC(=O)c1cccc(NC(=O)C2COc3ccccc3O2)c1 (stereo not drawn) | -3 | -1 | 4 | 2 | 0
C[C@H]1CN([C@@H](C)CO)C(=O)c2cccc(NS(=O)(=O)c3ccc(Cl)cc3)c2O[C@H]1CN(C)Cc1ccccc1 | 3 | 15[16.7 µM] | -3 | -1 | -15

# Going on with the list:
molecule	RAD52 anneal inh	miR122 inh	PglD DTNB	ERAP1 inh	Cneo AK release	PGC1a acetyl inh	E-selectin induc	RAD54 branch
Cc1noc(C)c1COC(=O)c1ccc(N(C)C)cc1	7	x	x	3	x	-8	0.7	x
Cc1[nH]c2ccccc2c(=O)c1C(=O)/C=C/c1ccccc1	-4	2	2	0	1	22	x	8
O=C(C[C@@H]1CC[C@H]2NC[C@@H](O)COC[C@@H]2O1)NCc1ccc(Oc2ccccc2)cc1	16	5[16.7 µM]	-3	-5	-1	-1	0.0	2
O=C(N/N=C/c1ccc(Br)cc1)c1cc[n+](Cc2ccccc2)cc1	6	-5	-7	2	0	-7	2.3	22
COc1c2c(cc3oc(=O)c4c5ccc(O)cc5oc4c13)OC(C)(C)CC2	5	-4	-1	x	-2	-7	x	3
COc1ccc(OCC(=O)Nc2nc3cc4c(cc3s2)OCCO4)cc1	-5	-6	-4	-13	0	3	-0.4	1
COc1ccc(C(CNC(=O)c2cccc(S(=O)(=O)N3CCc4ccccc43)c2)N(C)C)cc1 (stereo not drawn)	-20	10	-6	1	13	-2	-0.4	-1
CSc1ncccc1C(=O)OCC(=O)c1ccc2c(c1)NC(=O)CO2	-5	x	x	-6	x	4	0.0	x
COc1cccc(-c2cnc3c(c2)C(=O)N([C@H](C)CO)C[C@H](C)[C@@H](CN(C)Cc2ccccc2)O3)c1	1	-4[16.7 µM]	2	-3	-1	-3	-0.2	-11
Cc1nnc2ccc(N3CCC4(CC3)OCCO4)nn12	x	-14	-3	x	-1	-7	x	6
COc1ccc(C(=O)N(C)c2ccccc2C(=O)NCCc2ccccc2)cc1	-5	x	1	1	0	x	-1.0	0
C/C(=C(\C#N)C(=O)NCc1ccccc1)N(C)C	x	-3	-10	x	0	2	x	1
Cc1c(C)c2c(OCC(=O)N[C@@H](Cc3ccccc3)C(=O)O)cc3c(c2oc1=O)CCC(C)(C)O3	-7	5	-2	-10	3	7	x	-9
Cc1ccc(S(=O)(=O)NCC(c2ccco2)N2CCc3ccccc3C2)cc1 (stereo not drawn)	-31	17	3	0	2	x	x	-11
N#CC1(c2ccccc2)CCCN1C(=O)c1ccco1 (stereo not drawn)	x	-1	0	x	-1	9	x	10
COCCNC(=O)C[C@@H]1CC[C@H](NC(=O)NC2CCCC2)[C@@H](CO)O1	8	15[16.7 µM]	0	-1	-2	12	1.0	-1
CN1CCCN(C(=O)CNC(=O)c2ccccc2Br)CC1	-4	x	0	-1	1	x	x	-4
CN1C[C@@H]2C(c3ccc(Cl)nc3)C3(c4ccccc4)CC2(C3)[C@H]1c1ccccc1 (stereo partly drawn)	-26	2	7	4	-2	1	0.1	-2
Cc1nc2cc(OCc3cc(C(=O)NC(C)c4cnn(C)c4)no3)ccc2s1 (stereo not drawn)	1	x	0	-1	-2	x	-0.1	-10
O=C(NCc1cccc(Cl)c1)c1cnccn1	x	4	-5	x	3	-3	x	-4
CCn1ccnc1CN(C)Cc1cn[nH]c1-c1ccc(F)cc1F	-13	-3	-1	2	-3	25	x	10
O=C(C[C@@H]1CC[C@@H](NC(=O)NC2CCCCC2)[C@@H](CO)O1)NCc1ccc(F)cc1	-1	2[16.7 µM]	1	0	57	11	0.0	-4
CC(=O)N1N=C(c2cccc([N+](=O)[O-])c2)OC1c1ccccc1Cl (stereo not drawn)	x	-7	2	x	0	-3	x	4
O=C(Nc1ccc2c(c1)OCO2)c1ccc2sc([C@@H]3O[C@H](CO)[C@H](O)[C@H](O)[C@H]3O)nc2c1	-14	-5	6	-3	-1	-7	-0.1	-4
COCCN1C[C@@H](CO)O[C@@H](n2cnc3c(NCCO)ncnc32)C1	-30	-8	-1	-4	4	x	-0.1	-8
O=C(OCc1nnc(-c2ccccc2)o1)C1=COCCO1	x	-3	1	x	-1	61*	x	5
COc1cc(OC)c2c(-c3cccc(-c4ccc(F)c(Cl)c4)c3)cc(=O)oc2c1	-28	2	0	x	1	-1	x	3
Cc1cccc(C(=O)Nc2ccc(O)cc2C(=O)O)c1	-13	5	1	-4	-1	-5	2.8	1
COc1ccc2[nH]c3c(c2c1)CCN1C(=O)C(CC(=O)NC(C)(C)C)C[C@H](C(=O)N2CCCCC2)[C@@]31CCc1ccccc1 (stereo partly drawn)	-1	-3	-2	1	3	-1	-0.1	1
O=C(NC[C@@H]1[C@@H](c2ccccc2)[C@@H](CO)N1C(=O)Cc1ccncc1)C1CCC1	-28	25[16.7 µM]	1	-1	-1	-1	0.6	2
O=C(c1cccc(Cl)c1)N1CCN(Cc2ccccc2)CC1	-20	3	-4	x	2	1	0.0	5
O=C(Nc1cccc(NC(=O)c2cccs2)c1)c1ccc2c(c1)OCO2	-11	17	-2	-3	7	x	-2.6	6

# Taken from above (14 entries):
molecule	RAD52 anneal inh	miR122 inh	PglD DTNB	ERAP1 inh	Cneo AK release	PGC1a acetyl inh	E-selectin induc	RAD54 branch
Cc1nc2cc(OCc3cc(C(=O)NC(C)c4cnn(C)c4)no3)ccc2s1 (stereo not drawn)	1	x	0	-1	-2	x	-0.1	-10
O=C(NCc1cccc(Cl)c1)c1cnccn1	x	4	-5	x	3	-3	x	-4
CCn1ccnc1CN(C)Cc1cn[nH]c1-c1ccc(F)cc1F	-13	-3	-1	2	-3	25	x	10
O=C(C[C@@H]1CC[C@@H](NC(=O)NC2CCCCC2)[C@@H](CO)O1)NCc1ccc(F)cc1	-1	2[16.7 µM]	1	0	57	11	0.0	-4
CC(=O)N1N=C(c2cccc([N+](=O)[O-])c2)OC1c1ccccc1Cl (stereo not drawn)	x	-7	2	x	0	-3	x	4
O=C(Nc1ccc2c(c1)OCO2)c1ccc2sc([C@@H]3O[C@H](CO)[C@H](O)[C@H](O)[C@H]3O)nc2c1	-14	-5	6	-3	-1	-7	-0.1	-4
COCCN1C[C@@H](CO)O[C@@H](n2cnc3c(NCCO)ncnc32)C1	-30	-8	-1	-4	4	x	-0.1	-8
O=C(OCc1nnc(-c2ccccc2)o1)C1=COCCO1	x	-3	1	x	-1	61*	x	5
COc1cc(OC)c2c(-c3cccc(-c4ccc(F)c(Cl)c4)c3)cc(=O)oc2c1	-28	2	0	x	1	-1	x	3
Cc1cccc(C(=O)Nc2ccc(O)cc2C(=O)O)c1	-13	5	1	-4	-1	-5	2.8	1
COc1ccc2[nH]c3c(c2c1)CCN1C(=O)C(CC(=O)NC(C)(C)C)C[C@H](C(=O)N2CCCCC2)[C@@]31CCc1ccccc1 (stereo partly drawn)	-1	-3	-2	1	3	-1	-0.1	1
O=C(NC[C@@H]1[C@@H](c2ccccc2)[C@@H](CO)N1C(=O)Cc1ccncc1)C1CCC1	-28	25[16.7 µM]	1	-1	-1	-1	0.6	2
O=C(c1cccc(Cl)c1)N1CCN(Cc2ccccc2)CC1	-20	3	-4	x	2	1	0.0	5
O=C(Nc1cccc(NC(=O)c2cccs2)c1)c1ccc2c(c1)OCO2	-11	17	-2	-3	7	x	-2.6	6

# Later entries.
molecule	RAD52 anneal inh	miR122 inh	PglD DTNB	ERAP1 inh	Cneo AK release	PGC1a acetyl inh	E-selectin induc	RAD54 branch
Cc1ccc2nc(NC(=O)C3CCN(S(=O)(=O)c4ccc5c(c4)oc(=O)n5C)CC3)sc2c1	11	1	-5	0	0	0	0.0	12
CCc1ccc(-n2c(C)nc3cc(C(=O)NCc4cccnc4)ccc32)cc1	-15	-11	2	-2	-1	x	-1.1	-10
Cc1ccc(S(=O)(=O)NCc2ccc(C(=O)N(C)CCC#N)cc2)cc1	x	1	4	x	-26	7	x	-1
O=C(NCCc1ccc(Cl)cc1Cl)c1ccc2nc[nH]c2c1	-8	-1	-9	1	0	9	x	-2
COc1ccccc1-n1c(C)nnc1SCC(=O)Nc1cccc(C(C)=O)c1	x	12	5	x	4	x	x	-5
CC(=O)Nc1ccc(OC(=O)c2ccc(Br)c([N+](=O)[O-])c2)cc1	-4	x	x	11	x	-1	-4.5	x
C[C@H](CO)N1C[C@H](C)[C@@H](CN(C)C(=O)c2ccncc2)OCCCC[C@H](C)Oc2ccc(NS(=O)(=O)c3ccc(F)cc3)cc2C1=O	8	6[16.7 µM]	8	-2	-1	16	-0.1	0
Cc1ccc(S(=O)(=O)N[C@@H]2CC[C@@H](CCNC(=O)C3CCC3)O[C@H]2CO)cc1	-3	x	-1	0	0	-10	-0.8	-2

# Assay outcomes: PubChem, Broad Institute
